JMJD2A Tudor inh: JMJD2A Tudor domain (human) inhibition | O75164 | AlphaScreen JMJD2A-Tudor / H3K4me3 peptide binding | Potency, µM (highest dose often 114 µM), for the others: at the top dose activity change, negative = inhibition, actives largely listed as inhibitors | 390,000 tested, 4.4% active; further: on the % scale 0 is the no-effect control and ±100 the full control effect; nearly all actives have a fitted effect of over 50% in size
APE1 inh: inhibitors of human APE1 endonuclease. Potency, µM (titrated, usually from 65.8 µM), for inactives: at the highest dose activity change, negative = inhibition, actives largely listed as inhibitors. 350,000 tested, 0.35% active. AID 2517. P27695. recombinant APE1, TAMRA/BHQ-2 abasic DNA cleavage fluorescence;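 further: plate controls were vehicle for no effect and reference inhibitor for full effect; nearly all actives have a fitted effect of over 55% in size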
Target sequence (P27695 whole entry, looked up): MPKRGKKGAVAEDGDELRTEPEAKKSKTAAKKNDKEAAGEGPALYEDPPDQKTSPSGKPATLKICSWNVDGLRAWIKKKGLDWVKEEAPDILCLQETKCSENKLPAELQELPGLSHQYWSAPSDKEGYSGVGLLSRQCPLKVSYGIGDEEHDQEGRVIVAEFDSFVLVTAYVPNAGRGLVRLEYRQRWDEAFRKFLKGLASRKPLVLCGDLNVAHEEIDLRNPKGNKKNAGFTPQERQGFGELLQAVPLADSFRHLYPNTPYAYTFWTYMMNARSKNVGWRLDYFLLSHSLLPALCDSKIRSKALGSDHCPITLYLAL
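Substrate: short duplex with […] THF abasic site, 5'-TAMRA and 3'-BHQ-2, 50 nM final. APE1 at 0.75 nM, preincubated 15 min RT with compound. Fluorescence increase from first to third read measured activity.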
Pol iota inh: DNA polymerase iota (human) inhibition | Pol iota fluorescent replication assay, 10 min | AID 588590 | 390,000 tested, 1% active | Q9UNA4 | Potency, µM (series often up to 115 µM), for inactives: at the highest dose activity, negative = inhibition, most hits filed as inhibitors
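Fluorescent replication assay read twice, at 0 min and 10 min after adding 50 nM (final) substrate. Enzyme (10 nM) and compounds were first incubated 15 min at room temperature; enzyme-free buffer wells were negative controls.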
POLK inh: DNA polymerase kappa (human) inhibition. purified Pol kappa, fluorescent DNA synthesis assay, 10 min. Potency, µM (titrated, usually from 107 µM), without a hit: at the highest dose activity, negative = inhibition, actives largely listed as inhibitors. 400,000 tested, 0.53% active. AID 588579; further: on the % scale 0 is the no-effect control and ±100 the full control effect
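50 nM final substrate added after 15 min RT preincubation of 10 nM Pol kappa with compound; fluorescence read at 0 and 10 min.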
POLH inh: DNA polymerase eta (human) inhibition; recombinant Pol eta, fluorescent DNA replication assay; Potency, µM (titrated, usually from 114 µM), for the others: top-dose activity change, negative = inhibition, usual class: inhibitors; 390,000 tested, 1.2% active; further: on the % scale 0 is the no-effect control and ±100 the full control effect
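Pol eta at 10 nM preincubated with compounds 15 min at room temperature; reaction started with fluorescent substrate (50 nM final) and read kinetically at 0 and 10 min.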
BAZ2B inh: inhibitors of human BAZ2B bromodomain; Q9UIF8; AlphaScreen BAZ2B-H3K14Ac peptide displacement; Potency, µM (series often up to 114 µM), for inactives: at the top dose activity change, negative = inhibition, actives largely listed as inhibitors; 360,000 tested, 4.4% active; AID 504333; further: on the % scale 0 is the no-effect control and ±100 the full control effect; nearly all actives have a fitted effect of over 60% in size
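BAZ2B (50 nM) with biotin-H3(5-23)K14Ac peptide (50 nM) in PBS pH 7.4, 0.01% Tween-20, preformed 30 min, then compound 30 min at room temperature; top concentration 110uM. AlphaScreen streptavidin donor/nickel chelate acceptor beads (10 ug/mL final), 20 min dark, signal read.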
BLM helicase inh: inhibitors of human Bloom syndrome helicase BLM; 350,000 tested, 0.2% active; AID 2528; Potency, µM (doses to about 56.1 µM), inactives show top-dose activity change, negative = inhibition, hits mostly inhibitors; recombinant BLM DNA unwinding, fluorescence dequenching;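 further: plate controls were vehicle for no effect and no enzyme for full effect; nearly all actives have a fitted effect of over 35% in size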
Pol beta inh: blocks human DNA polymerase beta activity | P06746 | Potency, µM (top dose mostly 114 µM), for the others: at the top dose activity change, negative = inhibition, hits mostly inhibitors | AID 485314 | 340,000 tested, 1.3% active | Pol beta primer extension/strand displacement, fluorescence kinetic; further: on the % scale 0 is the no-effect control and ±100 the full control effect
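10 nM enzyme + cpd, 15 min RT; start with substrate 50 nM final; read 0 min and after 10 min RT. Corrected, normalized data; 4-parameter Hill curve fit.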
G9a inh: G9a (human) methyltransferase inhibition. 350,000 tested, 8.8% active. AID 504332. Potency, µM (top dose mostly 102 µM), inactives show at the highest dose activity, negative = inhibition, hits mostly inhibitors. Q96KQ7. G9a H3K9 monomethylation, AlphaScreen, 2 h; further: on the % scale 0 is the no-effect control and ±100 the full control effect; nearly all actives have a fitted effect of over 75% in size
Target sequence (Q96KQ7 913-1193 limits assumed): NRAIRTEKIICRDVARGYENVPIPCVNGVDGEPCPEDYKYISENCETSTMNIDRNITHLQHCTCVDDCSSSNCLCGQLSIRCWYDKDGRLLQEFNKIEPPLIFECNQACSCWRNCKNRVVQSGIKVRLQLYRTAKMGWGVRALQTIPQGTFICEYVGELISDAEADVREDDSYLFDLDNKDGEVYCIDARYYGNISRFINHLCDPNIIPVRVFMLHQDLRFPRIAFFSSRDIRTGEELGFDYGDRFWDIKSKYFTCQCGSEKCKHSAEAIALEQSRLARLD
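AlphaScreen detection with an anti-monomethyl H3K9 antibody quantified product after a 2 h room-temperature reaction containing 500 nM biotinylated H3K9 peptide, 20 µM SAM and 20 nM enzyme, which had been preincubated 15 min with compound.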
* = called active by the depositor; ? = inconclusive; . = not tested or not shown; & = joins results of further samples; [ ] = dose if it differs, or a comment. The call rests on the fitted dose curve; in most records, active means well fitted curve in the direction sought with a large enough effect; inconclusive means small, poorly fitted or top-dose-only effect, or another doubt; inactive means no such curve, though single readings can be large; an effect the other way counts as inactive or inconclusive. Potency means the concentration at half of the fitted maximal effect. This is a subset. The share of hits here may be higher or lower than overall.

SMILES	JMJD2A Tudor inh	APE1 inh	Pol iota inh	POLK inh	POLH inh	BAZ2B inh	BLM helicase inh	Pol beta inh	G9a inh
Cc1[nH]n(-c2ccc(Cl)cc2)c(=O)c1/C=N/c1nnc(-c2ccccc2)s1	-16%	1%	6%	-3%	-10%	-7%	3%	-13%	-18%[59 µM]
O=C(NCc1ccccn1)NC12CC3CC(CC(C3)C1)C2	?	2%	11%	4%	-5%	-33%	1%	-2%	3%[12.7 µM]
CCOc1ccc(NC(=O)COC(=O)CCCc2c[nH]c3ccccc23)cc1	?	-6%	4%	-8%	-27%	63%[activator][57.1 µM]	1%	-20%	?
COC(=O)NC(=S)N1CCOCC1	-5%	-4%	142%[activator]	-14%	-10%	-8%	2%	-5%	?
S=c1[nH]nc(Cc2ccccc2)n1Cc1ccco1	4µM*	-1%	?	1%	-9%	-4%	-2%	-20%	?
COc1cc(SC)ccc1C(=O)N1CCN(c2ccccc2F)CC1	?	-5%	67%[activator]	-2%	-10%	-20%	0%	-4%	-1%
Cn1c(=O)c2c(nc3sccn32)n(C)c1=O	-23%	3%	?	11%	-6%	?	-2%	39%	?
Cn1c(SCC(=O)N2CCOCC2)nnc1-c1ccccc1	-19%	-6%	22%	-7%	-3%	0%	1%	1%	-44%[59 µM]
O=C(Nc1ccccc1F)c1nc(SCc2ccccc2F)ncc1Cl	5%	.	-4%	-11%	-19%	19%	-4%	25%	51%[activator][59 µM]
O=C(Cc1ccc(S(=O)(=O)N2CCCC2)s1)N1CCOCC1	-17%	-9%	?	-13%	?	-7%	-5%	45µM*	?
COc1cccc2cc(C(=O)NCCc3c(C)[nH]c4ccc(Br)cc34)c(=O)oc12	-12%	.	-32%	-11%	-4%	?	-2%	-23%	-31%[59 µM]
CCCCc1ccc(S(=O)(=O)Nc2ccc(C)c(NS(C)(=O)=O)c2)cc1	-19%	-2%	127%[activator]	-5%	-14%	11%	-5%	?	27%
CCSC1=NC2(CCN(C(=O)NC3CCCCC3)CC2)N=C1c1ccc(C)cc1	12%	.	-3%	6%	3%	-3%[57.1 µM]	0%	25%	6%[59 µM]
Cc1ccc2nc(SC(C)C(=O)Nc3cccc([N+](=O)[O-])c3)[nH]c2c1 (stereo not given)	-22%	4%	15%	-9%	-22%	?	-2%	11%	?
Cn1c(C(=O)Nc2ccccc2)cc2sccc21	-29%	-5%	-1%	-20%	4%	?	-5%	6%	1.6µM*
Cc1cccc(OCC(=O)Nc2cc(C)ccc2O)c1	5%	-9%	-2%	-10%	-19%	-5%	-3%	?	10%[59 µM]
CCc1ccccc1N(C)C(=O)c1sc2nc3n(c(=O)c2c1C)CCCCC3	-13%	.	11%	-2%	0%	-26%	0%	22%	?
O=S(=O)(c1ccccc1)c1nc(-c2cccs2)oc1SCc1ccccc1Cl	9%	.	-1%	-12%	-13%	-10%	-6%	22%	-25%[59 µM]
NS(=O)(=O)c1ccc(NC(=O)CSc2ccccc2)cc1	-13%	-2%	58%[activator]	-4%	-19%	-28%	-3%	-2%	-24%[12.7 µM]
CCOC(=O)N1CCC(N2C(=O)c3ccccc3C2Nc2ccc(C)cc2)CC1 (stereo not given)	-32%	-4%	9%	-5%	-15%	-33%	1%	12%	?
COCc1cc(C)nc2c1C(=O)NC(c1ccc(F)cc1)N2Cc1ccccc1 (stereo not given)	-15%	.	-23%	-8%[60.1 µM]	-19%	-8%	-9%	?	14µM*
O=C(/C=C/c1ccccc1[N+](=O)[O-])N1CCN(c2ccc(F)cc2)CC1	-21%	-2%	182%[activator]	-4%[60.1 µM]	-17%	?	-3%	5%	?
CCCc1cc(=O)c2c(O)cccc2o1	11%	4%	79%[activator]	0%	-22%	-10%	0%	-27%	15%
Cc1ccc(Cl)cc1NC(=S)N(CCCN1CCOCC1)Cc1ccco1	-28%	4%	8%	-11%	-1%	-21%	-4%	24%	?
O=C(OCC(=O)N1CCC(Cc2ccccc2)CC1)c1cc(Br)ccc1O	36%	0%	-7%	1%	-23%	.	.	.	.

Continued:
SMILES	JMJD2A Tudor inh	APE1 inh	Pol iota inh	POLK inh	POLH inh	BAZ2B inh	BLM helicase inh	Pol beta inh	G9a inh
CCOC(=O)CCc1c(C)c2ccc(OCc3nn[nH]n3)cc2oc1=O	-18%[57.1 µM]	-2%	-4%	-10%	-1%	8%	3%	15%	?
COc1cc(Cl)cc(C2NC(=O)NC(C)=C2C(C)=O)c1OCC(=O)O (stereo not given)	-35%	8%	?	?	25µM*	-34%	-2%	16µM*	?
CN(C(=O)c1cccc(NC(=O)Cc2cccc(NC(=O)C3CCN(C(=O)CCc4ccccc4)CC3)c2)c1)C1CC1	-14%	.	17%	0%	-24%	.	.	.	.
CCOc1ccc2ccccc2c1CNCCN1CCOCC1	-26%	-6%	?	-5%	-4%	-35%	-8%	21%	?
CCOc1ccc(CNC(=O)CCC(=O)N2CC(C)Sc3ccccc32)cc1 (stereo not given)	-14%	.	16%	-7%	-5%	-8%	-5%	1%	-5%[59 µM]
Nc1nc2c(s1)CCc1c-2cnn1-c1ccccc1	25µM*	-9%	14µM*	-4%&-28%	79µM*	45µM*	0%	?	?
CCc1noc(-c2ccc(N(C)Cc3ccc(OC)cc3)c([N+](=O)[O-])c2)n1	-12%	.	14%	-27%	-5%	-2%	-3%	-21%	-28%[59 µM]
COC(=O)CNc1cc(S(=O)(=O)N2CCCCC2)ccc1Oc1cccc(C)c1	-9%	-15%	-27%	-14%	-7%	1%	-7%	37%	?
Cc1cccc(Oc2ncc(-c3ccc(Cl)cc3)cn2)c1C	70%[activator]	2%	10%	-1%	-3%	34%	-9%	37%	16%[0.0925 µM]
COc1ccc2c3c1OC1C[C@@H](O)C=C[C@@]31CCN(C)C2 (stereo not given in full)	.	-4%	.	-3%[19.4 µM]	.	.	-1%	.	25%[21.5 µM]
CC(C)(C)C(=O)Nc1ccc(N2CCN(c3ccc(C(F)(F)F)cn3)CC2)nc1	-13%	-3%	16%	-3%	-16%	-11%	-5%	-4%	2%
Cc1ccc(-c2nnc(SCc3ccccc3)o2)cc1	193%[activator]	.	13%	-12%[60.1 µM]	-5%	356%[activator]	-2%	?	5%[59 µM]
O=C(CCS(=O)(=O)c1ccccc1)N(Cc1cccnc1)c1nc2c(Cl)cccc2s1	-15%	.	11%	11%	-17%	2%	-4%	2%	-7%[59 µM]
Cc1ccccc1S(=O)(=O)N1C[C@H]2CON(C)[C@H]2C[C@H]1c1cccc(Br)c1	-2%	.	17%	0%	-11%	.	.	.	.
Oc1c(Cl)cc(Oc2cc(Cl)c(O)c(CN3CCOCC3)c2)cc1CN1CCOCC1	?	.	37%[activator]	-8%	-24%	.	.	.	.
O=C(O)C/C(=C\c1cc2c(cc1Br)OCO2)c1nc2ccccc2s1	-8%	-2%[12.4 µM]	?	-16%	0%	-12%	-2%	-16%	10µM*
Cc1[nH]c2ccc(C(=O)OC(C)C(=O)NC3CCCCC3C)cc2c1C (stereo not given)	-11%	50%[activator]	-18%	-2%	-8%	-6%	.	.	10%[12.7 µM]
Cc1cccc(C)c1NC(=O)NN1C(C)CCCC1C (stereo not given)	-9%	12%	112%[activator]	-11%	-2%	.	-2%	-10%	2%
CC(C)NC(=O)c1ccc2c(c1)N(CC(=O)N1CCCC1)C(=O)C(C)(C)O2	-5%	40%	-5%	-6%	5%	-6%	-4%	?	22%[59 µM]
Cc1cc(C)nc(NC2=NCCN2C(=S)Nc2ccc(C)c(C)c2)n1	-7%	-3%	35%[activator]	5%	8%	-12%	-2%	19%	.
Cc1ccc(Sc2ncccc2C(=O)O)c(C)c1	-14%	15%	45%[activator]	-10%	5%	0%	4%	9%	-7%[59 µM]
COc1ccc(C(C)=O)cc1CN(c1ccccc1OC)S(=O)(=O)c1cccs1	-18%	4%	40%[activator]	0%	-12%	-1%	-6%	25%	19%
Cc1ccc(NC(=O)CNC(=O)c2ccco2)c(Cl)c1	-1%	45%[activator]	-22%	-5%	-11%	-39%	-6%	0%	-22%
COc1cccc2c1cc1c(=O)n(CC(=O)N3CCN(c4cccc(C)c4)C(C)C3)nc(C)n12 (stereo not given)	-15%	.	29%	9%	-16%	21%	-1%	25%	22%[59 µM]
Cc1ccc(C(=O)N/C(=C\c2cccc([N+](=O)[O-])c2)C(=O)Nc2cccc(C(=O)O)c2)cc1	-12%	-2%	106%[activator]	-2%	-14%	-33%	1%	11%	?

(continued)
SMILES	JMJD2A Tudor inh	APE1 inh	Pol iota inh	POLK inh	POLH inh	BAZ2B inh	BLM helicase inh	Pol beta inh	G9a inh
O=C(O)c1ccc(NC(=S)NC(=O)c2cccc(COc3ccccc3)c2)cc1	-24%	-4%	13%	-13%	-1%	-38%	-14%	?	28µM*
Cc1ccc(Cl)cc1Nc1nc(-c2sc(NC(=O)c3cccc(Cl)c3)nc2C)cs1	.	-3%	.	.	.	?	-1%	-13%	32µM*
COc1ccc(Cl)cc1S(=O)(=O)N1CCCC(C(=O)NCc2ccncc2)C1 (stereo not given)	-9%	-3%	6%	1%	-10%	8%	-2%	-14%	27%
Cc1nc(N2CCN(c3ccccc3)CC2)nc2c1C(=O)CCC2	-26%	5%	-4%	-5%	-5%	-37%	-2%	2%	-34%[2.33 µM]
S=C1NC[C@H](Cc2ccccc2)N1CC1CCN(CCCC2CCCC2)CC1	-31%	.	25%	1%	-22%	.	.	.	.
Oc1ccc(-c2[nH]ncc2-c2nc3ccccc3s2)c(O)c1	-12%	-6%	-4%	-1%[60.1 µM]	-25%	-14%	-6%	-11%	-10%

Structures above marked active in G9a inh:
| SMILES | JMJD2A Tudor inh | APE1 inh | Pol iota inh | POLK inh | POLH inh | BAZ2B inh | BLM helicase inh | G9a inh |
| --- | --- | --- | --- | --- | --- | --- | --- | --- |
| Cn1c(C(=O)Nc2ccccc2)cc2sccc21 | -29% | -5% | -1% | -20% | 4% | ? | -5% | 1.6µM* |
| COCc1cc(C)nc2c1C(=O)NC(c1ccc(F)cc1)N2Cc1ccccc1 (stereo not given) | -15% | . | -23% | -8%[60.1 µM] | -19% | -8% | -9% | 14µM* |
| O=C(O)C/C(=C\c1cc2c(cc1Br)OCO2)c1nc2ccccc2s1 | -8% | -2%[12.4 µM] | ? | -16% | 0% | -12% | -2% | 10µM* |
| O=C(O)c1ccc(NC(=S)NC(=O)c2cccc(COc3ccccc3)c2)cc1 | -24% | -4% | 13% | -13% | -1% | -38% | -14% | 28µM* |
| Cc1ccc(Cl)cc1Nc1nc(-c2sc(NC(=O)c3cccc(Cl)c3)nc2C)cs1 | . | -3% | . | . | . | ? | -1% | 32µM* |

Screening data: PubChem, National Center for Advancing Translational Sciences (NCATS)
